# VHR inh abs: VHR1 phosphatase inhibitors, primary screen, biochemical, absorbance, uHTS; inhibition, % at 13.3 µM; Dual specificity protein phosphatase 3 (Homo sapiens), P51452; recombinant VHR phosphatase, pNPP absorbance; hit rate 0.52% among 290,000; in the data active = inhibition above about 50%; note: some compounds called inactive have numbers as strong as hits
# MazEF act: activators of E. coli MazEF toxin-antitoxin RNase, primary screen, biochemical, fluorescence, uHTS. Endoribonuclease toxin MazF (Escherichia coli (strain K12)), P0AE70. FAM/BHQ RNA-DNA oligo cleavage fluorescence, 5 h. activation, % at 20 µM. hit rate 0.32% among 350,000. AID 504720, 2011; in the data active = activation above about 50%
# PrPC surface inh: inhibitors of human cell surface prion protein PrPC, primary screen, cell-based, TR-FRET; hit rate 0.43% among 370,000; inhibition, % at 13.8 µM; AID 720596, 2013; Major prion protein (Homo sapiens), P04156; TR-FRET read-out; in the data active = inhibition above about 24%; note: 0% = median of the test wells and 100% = reference compound wells
# CCHFV vOTU inh: CCHFV vOTU protease inhibitors, primary screen, biochemical, Pep-AMC substrate, fluorescence; hit rate 0.55% among 370,000; inhibition, % at 11.5 µM; Crimean-Congo hemorrhagic fever virus L polyprotein viral ovarian tumor (vOTU) protease …; in the data active = inhibition above about 30%; note: 0% = vehicle wells with enzyme and 100% = no enzyme wells
# BH1578 lux ind: inducers of Vibrio cholerae quorum light production without autoinducers, primary screen, BH1578 luxS cqsA deficient, single point. activation, % at 18.7 µM. V. cholerae BH1578 lux reporter, luminescence, 6 h. hit rate 0.16% among 350,000; in the data active = activation mostly above about 9.7%, no sharp cut-off; note: not every result past the cut was called active; inactives centre near 0; reference of the scale not given here
# TcdB inh: TcdB glycohydrolase inhibitors, primary screen, biochemical, single point, plate reader. hit rate 0.24% among 350,000. TcdB glycohydrolase enzymatic assay. inhibition, % at 9.99 µM; in the data active = inhibition above about 10%
# PriA SSB inh: inhibitors of Klebsiella pneumoniae PriA binding to SSB C-terminal tail, primary screen, biochemical, AlphaScreen. hit rate 0.6% among 430,000. AID 1272365, 2023. AlphaScreen SSBct-PriA binding, biotinylated peptide. inhibition, % at 33 µM. PriA–SSB C-terminal tail interaction (Klebsiella pneumoniae); in the data active = inhibition mostly above about 37%, no sharp cut-off; inactive = mostly below about 20%;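 note: plate controls were negative control peptide for no effect and reference peptide for full effect; strong numbers were not always called active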
# Rv3671c protease: Rv3671c serine protease inhibitors, primary screen, biochemical, fluorescence polarization, M. tuberculosis H37Rv | P9WHR9 | inhibition, % at 5.96 µM | hit rate 0.048% among 320,000 | AID 2606, 2010; in the data active = inhibition above about 38%;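 note: extracellular domain of Rv3671c used as enzyme; 0% = enzyme with DMSO and 100% = no enzyme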
# Yp Topo-I inh: Yersinia pestis topoisomerase I inhibitors, primary screen, biochemical, cleavage product accumulation, plate reader, single point | DNA topoisomerase I (Yersinia pestis CO92) | Y. pestis Topo-I cleavage product accumulation | activity, % at 10 µM | hit rate 0.064% among 360,000 | AID 504884, 2011; in the data active = activity above about 50%, passing the limit was not always enough; note: inactives centre near 2
# 3CLpro inhibitor: SARS-CoV 3CLpro protease inhibitors, primary screen, biochemical, quenched FRET | recombinant SARS-CoV 3CLpro, quenched FRET peptide cleavage | hit rate 0.14% among 290,000 | inhibition, % at 6 µM | Replicase polyprotein 1ab (Severe acute respiratory syndrome coronavirus), P0C6X7; in the data active = inhibition above about 12%
# Numbers without * were called inactive; i = inactive; nt = not tested or not shown. Only part of the results is shown; rates above refer to the full screens.
SMILES,VHR inh abs,MazEF act,PrPC surface inh,CCHFV vOTU inh,BH1578 lux ind,TcdB inh,PriA SSB inh,Rv3671c protease,Yp Topo-I inh,3CLpro inhibitor
COc1ccc(C2Nc3ccccc3C(=O)N2Cc2ccccc2)cc1OC (stereo unspecified),nt,7,-10,-65,-0.5,0.1,-7,-6,1,nt
CCC1SC2=NC(C)=C(C(=O)OCCOC)C(c3ccc(C(=O)OC)cc3)N2C1=O (stereo unspecified),0,7,0,7,-1.0,nt,-4,-9,18,-5
NC(=O)CC(NC(=O)c1ccccc1)c1ccc(N2CCN(c3ccccn3)CC2)c([N+](=O)[O-])c1 (stereo unspecified),24,3,-21,0,-0.5,-0.4,13,-10,7,0
COc1ccc(OC)c(/C=C(\C)C(=O)c2c(C)cc(C)[nH]c2=O)c1,nt,2,4,-11,i,2.2,-2,-9,-2,nt
O=C(c1ccc2[nH]c(=O)c(=O)[nH]c2c1)N1CCc2ccccc2C1,2,9,-6,10,-0.2,0.1,12,2,0,8
O=C1Nc2ccccc2/C1=C/c1ccc([N+](=O)[O-])cc1,10,-1,-1,-5,0.9,4.8,-8,0,0,-2
COc1ccc(OCCNC(=O)c2ccccc2Cl)cc1,24,15,-3,-14,-1.9,0.1,-2,0,-3,3
C=CCn1c(NCc2ccccc2OC)nc2ccccc21,-23,-18,-1,-11,i,1.2,-5,3,-1,-7
O=C(CN(C(=O)c1csnn1)c1ccc(Cl)cc1)NCc1ccc2c(c1)OCO2,38,-25,-3,-1,-0.2,-2.1,-12,6,-1,-4
OCCC1CN(CC2CC2)CCN1Cc1ccc(F)c(F)c1 (stereo unspecified),-17,9,4,-10,-0.3,-0.2,2,1,1,-1
COc1cc(N2CCOCC2)ccc1/C=C1\C(=O)NC(=O)N(Cc2ccc3c(c2)OCO3)C1=O,20,-66,-3,16,i,0.3,-9,-30,6,6
CCOC(=O)c1ccc2c(c1)[nH]c(=S)n2CC,1,4,9,0,0.2,4.7,-1,-7,5,4
O=C(c1ccc(NS(=O)(=O)c2ccc(F)cc2)cc1)N1CCCCC1,nt,-8,9,11,-1.6,1.7,29,-4,7,nt
O=C(N/C(=C\c1cccnc1)C(=O)N1CCC(O)CC1)c1ccccc1,35,3,-9,9,-1.8,2.1,1,2,0,2
O=C1C=C(c2ccc(Br)c3ccccc23)C[C@@H](c2ccc3c(c2)OCO3)C1,nt,-2,-3,11,-2.1,0.0,-8,-16,-7,nt
CN(Cc1ccccn1)C(=O)c1ccc2nc(Cc3cccc(Cl)c3)oc2c1,2,6,-3,14,i,-2.1,0,-1,6,-1
COC(=O)C(NC(=O)c1ccccc1)C(C)(C)SCc1ccccc1 (stereo unspecified),nt,1,2,9,-0.3,1.1,nt,nt,16,nt
CC(OC(=O)CCNS(=O)(=O)c1ccccc1)C(=O)Nc1ccc(S(=O)(=O)N2CCCCC2)cc1 (stereo unspecified),nt,6,15,3,-1.1,0.3,-5,nt,6,nt
COc1ccccc1-c1cc(-c2cc(Cl)ccc2O)n[nH]1,-2,-2,-5,8,i,nt,-3,-1,11,1
COc1ccc(C(C)=O)cc1COC(=O)CCNS(=O)(=O)c1ccc(C(C)=O)cc1,-19,3,1,10,0.6,0.2,-17,0,-2,-4
CCCN1C2CCCC1CC(NC(=O)c1ccccc1OC)C2 (stereo unspecified),68,-14,-8,-5,-0.7,0.4,-3,-3,-3,-6
Cc1cccc(Nc2nnc(SC/C(O)=C(\C#N)c3nc4ccccc4[nH]3)s2)c1C,-5,-11,2,22,-0.2,nt,5,-2,16,-3
CCCCCCOC(=O)C(C#N)c1nc2ccccc2nc1N1CCN(CC)CC1 (stereo unspecified),14,16,-8,0,8.8,nt,-2,-2,10,1
C[C@]12C(=O)N(c3ccc(Cl)cc3)C(=O)N1[C@@H]1c3ccccc3OC[C@@H]1[C@H]2c1ccccc1,nt,8,4,6,i,-1.7,-12,-9,7,nt
O=C(Nc1ccc(Cl)cc1)c1csc([C@@H]2O[C@H](CO)[C@H](O)[C@H](O)[C@H]2O)n1,nt,nt,-2,-6,0.6,1.7,nt,nt,-3,nt
CCCCn1c(O)c(N=NC(=O)c2ccncc2)c2cc(Br)ccc21,-1,8,4,-10,0.8,-2.3,1,-7,-1,1
COc1ccc(NS(=O)(=O)c2cn(C)cn2)cc1Cl,8,-11,-4,-1,-0.4,-1.4,-8,10,-2,4
CCCCc1[nH]c(=O)c(C#N)c2c1CCCC2,9,-17,2,14,i,nt,1,-16,7,-2
O=C(COC(=O)COc1ccc(Br)cc1)NC1CCS(=O)(=O)C1 (stereo unspecified),nt,1,-7,-5,i,0.8,nt,nt,7,nt
CCc1ccc2c(c1)NC(=O)C2(C)Cc1ccc(F)cc1 (stereo unspecified),nt,nt,0,27,-0.5,0.4,nt,nt,17,nt
O=C(N[C@@H]1C/C=C\C[C@@H](CC(=O)N(CCO)Cc2ccccc2)C(=O)NCCOC1=O)OCC1c2ccccc2-c2ccccc21,nt,3,nt,nt,-0.5,nt,1,7,5,nt
COc1ccccc1CNC(=O)C(=O)c1cn(CC(=O)N2CCOCC2)c2ccccc12,6,-5,-18,16,i,2.6,-8,2,8,1
C(=Cc1c[nH]c2ccccc12)c1nccc2ccccc12,nt,113*,0,-14,-0.8,0.7,4,nt,-27,nt
O=C(C1CC=CCC1)N1CCN(S(=O)(=O)c2ccc(F)cc2)CC1 (stereo unspecified),nt,6,6,8,i,2.4,-18,nt,0,nt
CCOc1ccc(CCNC(=O)c2[nH]c(C)c(C(C)=O)c2C)cc1OCC,8,5,1,1,-0.2,0.2,-3,9,-1,-1
COc1cccc(CNC(=O)c2n[nH]c3ccccc23)c1,18,5,-2,11,-0.7,0.9,0,-3,5,3
Cc1ccsc1C(=O)N1CCCC(CCC(=O)NCc2ccc(F)c(F)c2)C1 (stereo unspecified),11,3,-1,-16,3.7,1.0,-1,2,6,6
O=C(COc1ccccc1)N1CCN(CC(O)COc2ccccc2)CC1 (stereo unspecified),18,1,-4,1,-5.0,nt,-3,8,11,1
COc1ccc(-n2cnc3cc(C(=O)NC4CCCC4)ccc32)cc1,3,3,-6,3,i,nt,1,2,5,6
Cc1cccn2c(=O)c3c(nc12)N1CCCCCC1C1(C3)C(=O)N(C)C(=O)N(C)C1=O (stereo unspecified),-4,3,2,-4,0.8,1.6,-3,-2,17,-1
Cc1ccc(C(=O)C(C)OC(=O)c2cc3cc([N+](=O)[O-])ccc3oc2=O)cc1 (stereo unspecified),20,7,-4,14,-0.4,-0.1,19,-7,7,6
CCC(C)NC(=O)C1c2ccccc2C(=O)N1Cc1ccccc1 (stereo unspecified),10,5,-1,-5,-0.6,0.9,-2,-6,-5,0
Cc1ccccc1C(=O)N1CCc2ccccc2C1,3,0,-7,-1,-0.2,0.5,1,9,-5,-3
O=c1[nH]c(=O)n(-c2ccc(Cl)cc2)c(O)c1C=Nc1ccc(S(=O)(=O)Nc2nccs2)cc1,7,-9,5,23,-0.3,nt,-11,0,6,-4
O=C(CN1C(=O)c2ccccc2S1(=O)=O)N1CCOCC1,-19,-2,nt,nt,-0.9,0.7,-5,-1,-7,3
CC(C)C[C@@H](CO)N1CCN(CCCc2ccccc2)CCC1=O,24,0,0,3,i,1.2,4,-4,10,0
Cc1ccc(/C=C/c2nc3ccccc3s2)s1,17,-77,5,16,1.0,nt,-93,0,6,1
CC(=O)n1nc(-c2ccc(Cl)cc2)nc1NCc1ccco1,-5,0,2,3,1.0,nt,-13,-1,-1,2
Cc1ccc(S(=O)(=O)NCC(C)NS(C)(=O)=O)cc1 (stereo unspecified),-10,5,2,3,i,nt,-2,-7,8,-3
CCc1nnc(NS(=O)(=O)c2ccc(NC(=S)NC(=O)/C=C/c3ccccc3)cc2)s1,-9,1,-3,23,-0.6,0.6,5,-19,-2,5

# Continued:
SMILES,VHR inh abs,MazEF act,PrPC surface inh,CCHFV vOTU inh,BH1578 lux ind,TcdB inh,PriA SSB inh,Rv3671c protease,Yp Topo-I inh,3CLpro inhibitor
COC(=O)c1cccc(-c2ccc(C(c3c(C)[nH][nH]c3=O)c3c(C)[nH][nH]c3=O)o2)c1,13,-3,-5,57*,-0.3,-8.2,2,-79,4,-1
Cc1cc(C)n(C(=O)CNC(=O)Cc2ccccc2)n1,33,2,-4,-6,7.1,nt,6,8,-1,-2
O=c1c2c3c(sc2nc2n1CCCCC2)CCCC3,22,-1,0,9,0.2,nt,-14,5,0,3
O=C1C(Cc2cccc([N+](=O)[O-])c2)S/C(=N/N=C/c2ccco2)N1c1ccccc1 (stereo unspecified),2,0,-5,-19,0.7,nt,nt,-16,2,0
Cc1ccsc1CN(C)CC(=O)Nc1cccc(S(=O)(=O)N(C)c2ccccc2)c1,nt,0,-2,7,0.5,-0.9,-9,nt,44,nt
COC(=O)Nc1ccc(OCC(=O)N2CCOCC2)cc1,-7,1,7,-9,-0.5,nt,21,-9,-1,4
COc1cccc(/C=C/C(=O)OCC(=O)c2c(N)n(C)c(=O)n(C)c2=O)c1,nt,14,-6,-9,-1.3,3.4,8,-1,2,nt
O=C(NCCN1CCOCC1)c1ccc2c(c1)ncn2C1CCCCC1,34,2,-1,3,i,nt,-19,-4,4,-2
CCOC(=O)N1CCN(C(=O)COc2ccc(Cl)cc2)CC1,5,0,-2,0,-0.4,0.6,-9,0,7,-1
COc1cccc(CN(Cc2ccccc2F)S(=O)(=O)c2ccc(S(=O)(=O)NCc3ccccc3)cc2)c1,1,-7,-2,-5,-0.4,nt,-9,-1,21,0
O=C(N/N=C\c1ccc(O)c([N+](=O)[O-])c1)C1COc2ccccc2O1 (stereo unspecified),-11,4,-7,7,-0.7,-0.2,nt,-2,-10,4
CCOC(=O)c1sc(C)c(C(N)=O)c1NC1=NCCCCC1,25,4,-14,-12,i,2.3,-1,-2,9,2
Cc1ccc(C2/C(=C(/O)c3ccc(Cl)cc3)C(=O)C(=O)N2CC2CCCO2)o1 (stereo unspecified),31,3,-6,2,-0.6,nt,nt,-2,-7,2
CCS(=O)(=O)N1Cc2ccccc2CC1C(=O)Nc1ccccc1OC (stereo unspecified),-9,-4,4,-8,i,-0.3,0,-7,2,-2
CCOC(=O)c1nc2c(=O)n(C)c(=O)n(C)c2n(C)c1=O,nt,6,-16,-18,0.6,-1.0,0,-7,27,nt

# High-throughput results deposited in PubChem by several laboratories.
